# DT40 TDP1 no CPT = qHTS for Inhibitors of human tyrosyl-DNA phosphodiesterase 1 (TDP1): qHTS in cells in absence of CPT | DT40 Tdp1-/- hTDP1 cells, no CPT, ATP luminescence, 48 h | Potency, µM (doses to about 46.2 µM), for inactives: top-dose activity change, negative = growth inhibition, usual class: inhibitors | 15% of 420,000 active; further: nearly all actives have a fitted effect of over 55% in size
#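 DT40 Tdp1-/-;hTDP1 cells, no CPT (DMSO vehicle only), 400 cells/well; compounds pin-transferred; ≥48 hr, 37 °C; CellTiter-Glo 30 min RT dark, luminescence read.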
# GCN5L2 inh = blocks human GCN5L2 histone acetyltransferase | GCN5L2 HAT assay, ThioGlo1 CoA-SH fluorescence | Q92830 | Potency, µM (highest dose often 58.9 µM), for the others: at the top dose activity change, negative = inhibition, most hits filed as inhibitors | 0.21% of 390,000 active
# Target sequence (Q92830 whole entry, looked up): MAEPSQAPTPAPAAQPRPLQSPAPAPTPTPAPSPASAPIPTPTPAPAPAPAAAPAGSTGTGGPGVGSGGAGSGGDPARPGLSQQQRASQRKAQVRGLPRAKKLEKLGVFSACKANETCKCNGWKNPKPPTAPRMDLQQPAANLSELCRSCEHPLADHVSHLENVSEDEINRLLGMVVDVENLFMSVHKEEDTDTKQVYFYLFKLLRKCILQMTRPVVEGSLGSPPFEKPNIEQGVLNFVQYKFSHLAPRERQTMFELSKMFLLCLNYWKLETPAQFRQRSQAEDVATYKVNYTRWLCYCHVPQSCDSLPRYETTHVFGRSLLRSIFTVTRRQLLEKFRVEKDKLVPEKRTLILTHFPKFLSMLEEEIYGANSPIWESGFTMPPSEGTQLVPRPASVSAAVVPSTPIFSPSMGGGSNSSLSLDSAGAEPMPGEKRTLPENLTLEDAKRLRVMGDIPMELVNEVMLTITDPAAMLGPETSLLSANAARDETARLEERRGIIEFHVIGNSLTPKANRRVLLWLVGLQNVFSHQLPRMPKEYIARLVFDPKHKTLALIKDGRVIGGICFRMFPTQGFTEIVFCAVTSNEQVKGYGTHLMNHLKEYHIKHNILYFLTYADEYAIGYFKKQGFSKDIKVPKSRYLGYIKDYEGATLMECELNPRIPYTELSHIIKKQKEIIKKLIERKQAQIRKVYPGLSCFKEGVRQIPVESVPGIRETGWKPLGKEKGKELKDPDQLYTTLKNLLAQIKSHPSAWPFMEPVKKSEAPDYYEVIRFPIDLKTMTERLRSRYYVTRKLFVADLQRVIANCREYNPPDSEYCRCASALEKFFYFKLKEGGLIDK
#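 Titration-based screen in which CoA formation is detected via maleimide probe ThioGlo1 (50uM) turning fluorescent on thiol reaction; substrates H3(1-25) 75uM and acetyl-CoA 70uM, GCN5L2 20nM, 20 min incubation at room temperature.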
# TDP1 cell CPT = growth inhibition of DT40 Tdp1-/-;hTDP1 cells with camptothecin (screen for TDP1 inhibitors) | AID 686979 | 12% of 420,000 active | chicken DT40 Tdp1-/-;hTDP1 cells + 20 nM CPT, ATP luminescence, 48 h | Potency, µM (doses to about 46.2 µM), without a hit: at the highest dose activity change, negative = growth inhibition, actives largely listed as inhibitors; further: nearly all actives have a fitted effect of over 55% in size
#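 Chicken DT40 Tdp1-/- cells complemented with human TDP1, 400 cells/well, exposed to compounds plus 20 nM camptothecin for at least 48 h at 37 C; viability read as ATP content by CellTiter-Glo luminescence.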
# An asterisk follows results filed as active; ? = inconclusive; . = not tested or not shown; & = joins results of further samples; [ ] = another dose, or the depositor's remark. The call rests on the fitted dose curve; in most records, active means well fitted curve in the direction sought with a large enough effect; inconclusive means small, poorly fitted or top-dose-only effect, or another doubt; inactive means no such curve, though single readings can be large; an effect the other way counts as inactive or inconclusive. On the % scale 0 is the no-effect control and ±100 the full control effect; potency means the concentration at half of the fitted maximal effect. The list is partial; the hit share may differ from the screen's.
SMILES,DT40 TDP1 no CPT,GCN5L2 inh,TDP1 cell CPT
CC(C(=O)c1c[nH]c2ccccc12)N1CCc2ccccc2C1 (stereo not given),?,3.6%,16.4µM*
Cc1onc(-c2ccccc2Cl)c1C(=O)OCC(=O)c1ccc2c(c1)OCCO2,14.6µM*,-13.1%,?
CCc1ccc(NC(=O)c2cnc3sc(N4CCCC4)nn3c2=O)cc1,?,-6.3%,?
ClCCN1CCN(c2ccnc3cc(Cl)ccc23)CC1,14.6µM*,-6.7%,13µM*
Cn1c(O)c(C=NC2CCN(Cc3ccccc3)CC2)c(=O)n(C)c1=O,1.1%,-6.3%,7.5%
COc1ccc(CCNC2(C#N)CCCCC2)cc1OC,?,.,-6.7%
CN1C(=O)N(C)C(=O)C(CCc2ccccn2)(CCc2ccccn2)C1=O,1.1%,-7.9%,0.5%
Cc1nc2n(c(=O)c1CCN1CCC(c3noc4cc(F)ccc34)CC1)CCCC2,?,-3.3%,?
O=C(NCc1ccccc1)c1cccn(Cc2cccc(Cl)c2)c1=O,?,3.3%,?
O=C1C(I)=CC(=C(c2cc(I)c(O)c(I)c2)c2ccccc2C(=O)O)C=C1I,?,3.55µM*,?
CCCCCn1c(N)c(C(=O)NCCN2CCOCC2)c2nc3ccccc3nc21,13µM*,-15.8%,?
CC1(C)CC(=O)C(C=NCCN2CCN(C(=O)Cc3ccccc3)CC2)=C(O)C1,2.7%,-2.4%,-10.8%
OC[C@@H]1CN(Cc2ccncc2)C[C@H](n2cnc3c(N4CCN(c5ccccc5)CC4)ncnc32)O1,2.91µM*,.,2.06µM*
O=CC(Cl)P(=O)(N1CCOCC1)N1CCOCC1 (stereo not given),-4.7%,-3.9%,-4.2%
c1cc(CCN2CCCC2)ccn1,24.7%,-3.4%,-6.9%
CCCC[C@H](CN(N=O)[C@@H](Cc1ccccc1)CN(C)N=O)N(CCc1ccccc1)N=O,?,-0.4%,?
CN1CCCC2(CCN(C(=O)Oc3ccccc3)CC2)C1,-4.6%,-11.5%,13.6%
Cc1c(-c2cccc(Cl)c2)nc2ccccc2c1C(=O)N1CCC2(CC1)OCCO2,?,-2.0%,20.6µM*
COc1cc(CC(C)N)cc2c1OCO2 (stereo not given),?,.,?
COC(=O)C1=C(c2ccc(-c3ccccc3)c(F)c2)C[C@@H]2CC[C@H]1N2C(=O)N1CCCCC1,1.3µM*,-13.7%,2.31µM*
COc1cc(OC)c(OC)cc1CN1CCN(C(=O)Cc2ccccc2)CC1,8.1%,-5.0%,-3.0%
CN(C)c1ccc(C(O)P(=O)(OCc2ccccc2)c2ccc(N(C)C)cc2)cc1 (stereo not given),?,2.0%,?
COc1ccc(-c2nn(CCC#N)cc2C(=O)Nc2ccc(C(C)=O)cc2)cc1,5.5%,-0.7%,-15.6%
COc1ccc(CN2Cc3cc(-c4ccccc4)ccc3-n3nncc3C2)cc1,?,.,?
Cc1nc2ccccc2c(=O)n1-c1c(Cl)cccc1Cl,18.4µM*,.,23.1µM*
CC1(C)CN=C(Nc2ccccc2C(F)(F)F)S1,-22.4%,2.5%,?
CNC(C)CC1CCCCC1 (stereo not given),-14.0%,.,-3.5%
Oc1ccc2c3c1O[C@H]1c4[nH]c5c(c4C[C@@]4(O)[C@@H](C2)N(CC2CC2)CC[C@]314)C[C@]1(O)[C@H]2Cc3ccc(O)c4c3[C@@]1(CCN2CC1CC1)[C@@H]5O4,-4.1%,-3.7%,-4.6%
COc1ccc(CCNC(=O)N2c3ccccc3Sc3ccccc32)cc1,?,.,?
CCN1CCC(NCC2CCCCC2)CC1,?,-3.3%,?
CC(C)c1ccc(NC(=O)Nc2nc(C(N)CCc3ccccc3)cs2)cc1 (stereo not given),4.61µM*,.,5.8µM*
O=C(CN1CCN(C(=O)CNC(=O)c2ccc(-c3ccccc3)cc2)CC1)Nc1ccccc1Cl,13µM*,.,13µM*
Cc1n[nH]c(C)c1CCCCOc1ccc([N+](=O)[O-])cc1,?,-2.3%,14.6µM*
COc1ccc2c(c1O)[C@]13CCN(C)[C@H](C2)[C@@H]1CCC(=O)C3,16.1%,-11.5%,-17.7%
CN1CCCC2(CCN(C(=O)c3ccncc3)CC2)C1,4.4%,-7.5%,-1.5%
C[C@@H]1CN([C@@H](C)CO)C(=O)c2c(c3ccccc3n2C)-c2ccccc2CO[C@H]1CN(C)C(=O)C1CC1,?,.,?
Cc1nc2cc(OC(=O)N(C)Cc3cccc(-c4ccncc4)c3)ccc2s1,18.4µM*,.,?
COc1ccc(Cn2c(=O)oc3ccc(C)cc32)cc1OC,18.4µM*,5.2%,14.6µM*
CCOC(=O)[C@]12Cc3cc(OC)ccc3[C@H]1N(CCC(=O)OC)C(=O)c1cc(OC)ccc12,14.6µM*,.,?
CN(C/N=C(\N)N[N+](=O)[O-])S(=O)(=O)c1ccccc1,13.6%,-12.8%,1.3%
CN(C)CCN=Cc1c(O)n(Cc2ccco2)c(=O)[nH]c1=O,-6.4%,-2.8%,-16.3%
O=C1NC(c2cc3ccccc3nc2Cl)Nc2ccccc21 (stereo not given),?,-5.1%,6.1%
CNC(=O)O/N=C/c1nn(C(=O)C(C)(C)C)cc1Br,2.0%,-2.9%,3.8%
COc1ccc(OC)c(NC(=O)N2C[C@H]3C[C@@H](C2)c2cccc(=O)n2C3)c1,-6.1%,1.5%,22.8%
CC(C)CCC[C@@H](C)[C@H]1CC[C@H]2[C@@H]3C(=O)C=C4C[C@@H](O)CC[C@]4(C)[C@H]3CC[C@]12C,?,-6.2%,?
O=C(Nc1nccs1)c1c(O)c2c(n(Cc3ccco3)c1=O)CCCC2,?,0.3%,?
Cc1ccc(-c2nc3cc(C)c(Br)c(C)n3c2Cc2cccc(Cl)c2)cc1,?,.,-28.9%
O=S1(=O)CC2(N3CCOCC3)CCCCCCC21 (stereo not given),3.0%,-7.7%,1.5%

# Record cards, from the list above. Order of screens: DT40 TDP1 no CPT	GCN5L2 inh	TDP1 cell CPT
# Listed for `O=C1NC(c2cc3ccccc3nc2Cl)Nc2ccccc21` (stereo not given) → ?	-5.1%	6.1%
# Listed for `COc1ccc(Cn2c(=O)oc3ccc(C)cc32)cc1OC` → 18.4µM*	5.2%	14.6µM*

# Following part
SMILES,DT40 TDP1 no CPT,GCN5L2 inh,TDP1 cell CPT
O=C1CC(=O)N(c2cccc(C(F)(F)F)c2)C(=O)N1,-6.8%,-1.5%,-1.8%
CCOC(=O)c1ccccc1NC(=O)c1c(O)[nH]c(=O)[nH]c1=O,-13.7%,.,0.1%
Nc1c2c(nc3ccccc13)CCN(Cc1ccccc1)C2,?,-3.0%,?
COc1ccc(/C=C/C(=O)c2c(O)n(CCC3=CCCCC3)c(=O)[nH]c2=O)cc1,?,-14.6%,6.51µM*
C=C1C2C[C@@]3([C@@H]1O)[C@@H](C[C@@H]2O)[C@@]12C4[C@@H]3C[C@@H]1[C@@](C)(CC[C@@H]2O)CN4CC,1.8%,0.9%,9.8%
Fc1ccccc1CNC1CN2CCC1CC2 (stereo not given),?,-4.7%,?
CN1CCN(c2ccc(/C=C3\C(=O)NC(=S)N(c4cccc(Br)c4)C3=O)o2)CC1,16.4µM*,-1.4%,16.4µM*
C[C@H]1OC[C@@H](C[N+](C)(C)C)O1,-1.4%,?,-8.5%
CCOc1cc(/C=C2\C(=O)NC(=O)N(CCc3ccc(F)cc3)C2=O)ccc1O,-20.1%,-15.8%,-13.7%
COc1cc(/C=C2\C(=O)NC(=O)N(CCc3ccc(F)cc3)C2=O)ccc1O,-12.6%,-2.2%,6.4%
c1cc2c(cc1C1OCC3C(c4ccc5c(c4)OCO5)OCC13)OCO2 (stereo not given),?,-2.0%,?
O=[N+]([O-])c1ccc(C2C3C(c4ccccc4)=NC4(CCCCC4)N32)cc1 (stereo not given),?,-13.9%,?
CC[C@H](C)C(=O)O[C@H]1C[C@H](O)C=C2C=C[C@H](C)[C@H](CC[C@@H](O)C[C@@H](O)CC(=O)O)[C@H]21,-26.7%,.,?
COc1ccc(C2CC(=O)Nc3cc4c(cc32)OCO4)c(OC)c1 (stereo not given),14.6µM*,-1.6%,?
CSCCC(c1nnnn1C1CCCCC1)N1CCC2(CC1)C(=O)NCN2c1ccccc1 (stereo not given),?,.,?
c1ccc(C2(N3CCCCC3)CCCCC2)cc1,-17.9%,-0.5%,2.9%
ClC1=C(Cl)C2(Cl)C(CBr)CC1(Cl)C2(Cl)Cl (stereo not given),-3.0%,-7.3%,6.2%
CCOC(=O)C(O)(c1ccc(N(CC)C(=O)OC)cc1)C(F)(F)F (stereo not given),-22.4%,-4.7%,0.2%
c1ccc(N2CC3(CCNCC3)C2)nc1,?,-15.7%,?
Nc1ccc2c(c1)Cc1cc([N+](=O)[O-])ccc1-2,?,-0.6%,-6.0%
CCCN(CC1CC1)CC(O)c1ccccc1 (stereo not given),18.4µM*,8.4%,16.4µM*
CCCNc1oc(-c2cccc3ccccc23)nc1C#N,-26.7%,-16.2%,-23.3%
O=C(O)Cn1cc(C(=O)c2ccccc2)c2ccccc21,-8.0%,1.3%,-20.4%
O=P(Nc1ccccc1)(Nc1ccccc1)Oc1cccc(Cl)c1,?,-23.0%,?
Cc1cccc(CN2CCN(C(=O)Cc3ccccc3)CC2)c1,-23.9%,-0.5%,1.3%
O=C(Nc1ccc(C(F)(F)F)cc1)c1cccn(Cc2ccc3c(c2)OC(F)(F)O3)c1=O,-24.0%,-12.4%,-20.7%
CCCCn1nnnc1C(c1cccc2ccccc12)N1CCC2(CC1)C(=O)NCN2c1ccccc1 (stereo not given),?,.,?
COc1ccc(-n2c(/C=C/c3ccc(O)c(OC)c3)nc3ccccc3c2=O)cc1,25.9µM*,-13.6%,20.6µM*
CC(NC1CCCCC1)C(O)C12CC3CC(CC(C3)C1)C2 (stereo not given),16.4µM*,-3.7%,18.4µM*
O=c1[nH]c(=O)n(Cc2ccco2)c(O)c1/C=N/N1CCCCCC1,2.5%,-1.2%,7.8%
C=C(CO)CC1CC(O)[C@]2(C)OC3CC4OC5C[C@]6(C)O[C@]7(C)CCC8OC9C[C@]%10(C)OC%11C(C)=CC(=O)OC%11CC%10OC9C[C@@H](C)C8OC7CC6O[C@]5(C)C/C=C\C4OC3CC2O1 (stereo not given in full),16.4µM*,4.4%,23.1µM*
CC(=O)c1ccc(-c2ccccc2)cc1,-10.1%,-4.4%,-8.8%
Cc1cc(C)cc(NC(=O)CCNC(=O)N2C[C@H]3C[C@@H](C2)c2cccc(=O)n2C3)c1,2.9%,1.0%,40.7%[activator]
COc1ccc(OCC(=O)N2CCN(CCc3ccncc3)CC2)cc1,-1.6%,0.1%,-6.1%
O=C(CCl)Nc1nccs1,5.8µM*,-1.0%,2.59µM*
CC(C)(C)NCC(O)c1cc(Cl)c(N)c(C(F)(F)F)c1 (stereo not given),-16.4%,-3.6%,14.4%
CC[C@]1(C(=O)OC)[C@H]2C(=O)N(Cc3ccccc3)C(=O)[C@H]2[C@H]2CN=C(SCc3ccc(C)cc3)N21,18.4µM*,-7.3%,?
CCOC(=O)c1sc(/N=C/c2c(O)n(-c3ccccc3)c(=O)[nH]c2=O)c(C#N)c1C,?,2.8%,?
O=C(c1cc2c(s1)CCCCCC2)N1CCC2(CC1)OCCO2,?,-5.1%,?
O=C(C[n+]1ccn(CCCNP2(=O)C=C(c3ccccc3)OC(c3ccccc3)=C2)c1)c1ccccc1,?,-2.9%,?
CC12C=CC(=O)C=C1CC(O)C1C2CCC2(C)C1CCC2(C)O (stereo not given),-13.3%,.,6.1%
Cc1ccccc1-n1c(C)nc2ccsc2c1=O,-6.8%,.,-2.4%
Cc1cccc(Cn2c(=O)n(Cc3ccc(C(=O)NC4CCN(Cc5ccccc5)CC4)cc3)c(=O)c3ccccc32)c1,3.26µM*,-7.8%,4.11µM*
CNCC/C=C/c1cccnc1,-4.9%,4.1%,-13.0%
CCc1ccc(CN2CCN(C(=O)Cc3ccccc3)CC2)cc1,?,2.3%,?
Cc1cccc(C2=NN(c3ccc(Br)cc3)[C@@H](C(=O)N3CCOC3=O)[C@@H]2c2ccc([N+](=O)[O-])cc2)c1,?,-16.9%&-10.5%,?

# No new results follow: an excerpt of the list.
SMILES,DT40 TDP1 no CPT,GCN5L2 inh,TDP1 cell CPT
CC[C@]1(C(=O)OC)[C@H]2C(=O)N(Cc3ccccc3)C(=O)[C@H]2[C@H]2CN=C(SCc3ccc(C)cc3)N21,18.4µM*,-7.3%,?
CCOC(=O)c1sc(/N=C/c2c(O)n(-c3ccccc3)c(=O)[nH]c2=O)c(C#N)c1C,?,2.8%,?
O=C(c1cc2c(s1)CCCCCC2)N1CCC2(CC1)OCCO2,?,-5.1%,?
O=C(C[n+]1ccn(CCCNP2(=O)C=C(c3ccccc3)OC(c3ccccc3)=C2)c1)c1ccccc1,?,-2.9%,?
CC12C=CC(=O)C=C1CC(O)C1C2CCC2(C)C1CCC2(C)O (stereo not given),-13.3%,.,6.1%
